Screening results deposited in PubChem by several laboratories.
Exocytosis inh = LAMP-1 surface exposure blockers, TALL-104 cells – cell-based, flow cytometry, MLPCN library, primary screen; inhibition, % at 10 µM; actives 0.66% (n = 360,000); TALL-104 LAMP-1 surface exposure; cells stimulated with thapsigargin and PMA; AID 651702, 2012;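 active = inhibition above about 55%, limit read from the data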
MC4R antagonist = MC4R antagonists of cAMP signaling, primary screen, cell-based, TR-FRET, antagonist arm of biased-ligand search. Melanocortin receptor 4 (Homo sapiens), P32245. inhibition, % at 6.5 µM. MC4R-expressing cells, MTII-stimulated cAMP, LANCE TR-FRET. actives 0.48% (n = 360,000). AID 540295, 2011;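 active = inhibition above its plate's cutoff, the mean of tested wells on that plate plus 3 SD, cut at about 29% in these data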;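 note: 0% = Melanotan II alone and 100% = Melanotan II plus saturating MCL0020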
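Assay system: U2OS cells stably expressing human melanocortin 4 receptor (MC4R) / Dosing: 6.5 µM / Timing: compound 30 min, challenge 1 h, detection 1 h / Measured by: Eu-cAMP/anti-cAMP TR-FRET, emission 671 nm / Replicates: singlicate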
Glyco luc inh = increase of ERlucT glycosylation luciferase signal, primary screen, N-linked glycosylation inhibitor project, D54 ERlucT cells, luminescence, set 2; D54 ERlucT glycosylation luciferase reporter, 24 h; percent of 100 nM tunicamycin response; reporter increase, % at 12.5 µM; actives 0.23% (n = 360,000); AID 588692, 2011;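 active = mean luciferase reporter signal, scaled so untreated is 0 and the glycosylation-blocking control 100, at or above a set limit in every replicate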;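 note: luciferase carries N-glycosylation sites so blocking glycosylation raises the light; 0% = median of neutral control wells and 100% = median of 100 nM tunicamycin wells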
aDG glyco act = activators of alpha-DG glycosylation, primary screen, uHTS, Pro5-aDG cells, AlphaScreen; alpha-DG glycosylation AlphaScreen (IIH6); 0% Pro5, 100% B10-LARGE cell signal; activation, % at 10 µM; actives 0.22% (n = 360,000);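 active = activation of at least 8% versus controls, or a plate z-score of at least 8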;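 note: Pro5 are CHO cells carrying HIG-tagged alpha-DG that lacks glycosylation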
MC4R ag barr = MC4R agonists recruiting beta-arrestin, primary screen, cell-based, luminescence, agonist arm of biased-ligand search | Melanocortin receptor 4 (Homo sapiens), P32245 | U2OS MC4R beta-arrestin complementation; percent of melanotan II response, DMSO zero | actives 0.98% (n = 360,000) | activation, % at 8.9 µM;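 active = activation above a per-plate cutoff, the mean activation of sample wells on that plate plus 3 SD, cut at about 8% in these data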
TLR9-MyD88 block = inhibitors of TLR9-MyD88 association in cells, primary screen, cell-based, CHO, BLA complementation, fluorescence | inhibition, % at 4.98 µM | Toll-like receptor 9 (Homo sapiens) + Myeloid differentiation primary response protein … | actives 0.21% (n = 340,000) | CCF4 FRET ratio | AID 504734, 2011;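 active = inhibition above the mean over all tested compounds plus 3 SD, cut at about 21% in these data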;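 note: 0% = DMSO only wells and 100% = clavulanate BLA inhibitor control wells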
Vif inh = HIV Vif self-association inhibitors, primary screen, imaging, HEK293T, single point | HEK293T cells, Vif self-association by quenched fluorescence, 24 h | inhibition, % at 7.49 µM | actives 0.35% (n = 340,000) | AID 602346, 2012; in the data active = inhibition above about 50%, passing the limit was not always enough; note: some results filed as inactive read as strong as hits
ABCB6 inh MLPCN = ABCB6 transporter inhibitors, primary screen, K562-ABCB6 cells, flow cytometry, MLPCN library | actives 0.19% (n = 360,000) | fluorescence ratio to DMSO, % at 10 µM | ATP-binding cassette sub-family B member 6 (Homo sapiens), Q9NP58 | K562-ABCB6 porphyrin accumulation, 1 h; hits give low values;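 active = fluorescence ratio to DMSO below 75%, the collection mean minus 3 SD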;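 note: signal is porphyrin accumulated inside mitochondria; 100% equals median channel fluorescence of DMSO control wells; lower ratio means ABCB6 inhibition with less porphyrin fluorescence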
Target sequence (Q9NP58 whole entry, looked up): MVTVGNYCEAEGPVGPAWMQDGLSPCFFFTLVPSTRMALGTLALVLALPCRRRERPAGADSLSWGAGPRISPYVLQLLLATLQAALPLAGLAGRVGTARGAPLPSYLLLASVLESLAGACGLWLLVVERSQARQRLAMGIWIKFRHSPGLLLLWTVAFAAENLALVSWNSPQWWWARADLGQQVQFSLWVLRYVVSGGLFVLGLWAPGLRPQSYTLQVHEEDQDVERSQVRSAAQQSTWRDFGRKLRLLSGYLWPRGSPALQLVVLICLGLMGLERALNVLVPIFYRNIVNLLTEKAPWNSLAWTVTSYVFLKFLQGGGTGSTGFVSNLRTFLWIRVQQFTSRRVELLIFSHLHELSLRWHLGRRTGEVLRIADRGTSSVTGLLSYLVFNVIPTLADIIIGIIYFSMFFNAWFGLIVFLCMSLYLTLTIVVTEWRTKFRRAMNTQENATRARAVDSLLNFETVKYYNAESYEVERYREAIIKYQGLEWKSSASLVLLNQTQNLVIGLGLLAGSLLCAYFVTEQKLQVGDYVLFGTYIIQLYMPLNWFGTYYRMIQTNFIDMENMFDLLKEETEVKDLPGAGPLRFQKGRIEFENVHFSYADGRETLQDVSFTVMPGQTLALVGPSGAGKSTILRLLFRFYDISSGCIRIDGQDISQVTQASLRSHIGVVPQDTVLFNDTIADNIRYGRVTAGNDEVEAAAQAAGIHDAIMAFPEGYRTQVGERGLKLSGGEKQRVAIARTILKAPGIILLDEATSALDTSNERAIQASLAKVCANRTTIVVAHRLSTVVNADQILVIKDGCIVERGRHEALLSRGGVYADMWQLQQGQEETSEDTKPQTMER
ABHD5-PLIN5 inh = ABHD5-PLIN5 interaction inhibitors, primary screen, cell lysate, split luciferase complementation, luminescence; Perilipin-5 (Homo sapiens) + 1-acylglycerol-3-phosphate O-acyltransferase ABHD5 (Homo …; Split G. princeps luciferase complementation, 4 h; inhibition, % at 4 µM; actives 0.78% (n = 360,000); AID 602281, 2012;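 active = inhibition above the mean inhibition across every tested compound plus 3 SD, cut at about 22% in these data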;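 note: 0% = DMSO only wells and the 100% control is not disclosed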
NOD2-RIPK2 inh = NOD2-RIPK2 binding disruptors in cells, primary screen, fluorescence, CHO cells, BLA complementation; CCF4 ratio; inhibition, % at 4.98 µM; actives 0.38% (n = 360,000); AID 624267, 2012; in the data active = inhibition above about 21%;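 note: 0% = vehicle only and 100% = reference blocker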
Active calls of the source: *; nt = not tested or not shown. Some of the compounds tested; count on the stated rates, not on these rows.

SMILES	Exocytosis inh	MC4R antagonist	Glyco luc inh	aDG glyco act	MC4R ag barr	TLR9-MyD88 block	Vif inh	ABCB6 inh MLPCN	ABHD5-PLIN5 inh	NOD2-RIPK2 inh
CSc1ncccc1C(=O)OCC(=O)NC1CCCC1	-1	2	1	0.0	1.4	-6	16	95	3	0
Cc1ccc2nc(-c3ccccc3)cc(C(=O)Nc3cccnc3)c2c1	-3	10	3	-0.3	6.9	-16	-11	90	1	-11
c1ccc(-c2nc(C3CCCCC3)c3sccc3n2)cc1	-16	1	-2	-0.1	-0.9	7	nt	98	2	-4
O=C(OCC(=O)N(CCc1ccccc1)Cc1ccccc1)c1ccc(F)c(S(=O)(=O)N2CCOCC2)c1	-8	22	-4	0.3	1.0	2	0	91	0	7
CC(NC(=O)CSc1nc2sc3c(c2c(=O)n1-c1ccccc1)CCCC3)c1ccccc1 (stereo unspecified)	0	2	-4	-0.1	0.1	-4	8	93	-1	-3
CC(C)N(Cc1cn(C)nc1-c1cccc(Cl)c1)CC1CCC(=O)N1 (stereo unspecified)	-2	-5	2	-0.2	0.2	1	-1	101	0	4
Cc1ccc(-c2nc(CS(=O)CC(=O)NCCN(CC(C)C)CC(C)C)c(C)o2)cc1 (stereo unspecified)	20	8	0	0.7	0.1	1	8	97	0	-8
Cc1sc2ncnc(N3CCN(CCOc4ccc(Cl)cc4)CC3)c2c1C	3	-8	0	3.1	5.1	4	nt	98	-3	-3
CC(C)C(=O)Nc1nnc(S(=O)(=O)N2c3ccccc3CC2C)s1 (stereo unspecified)	-4	9	0	-0.1	0.4	-10	6	100	-5	-3
Cc1cccc(-c2nnc(NC(=O)c3cccs3)s2)c1	-2	3	2	0.1	1.4	4	4	98	-2	2
CCn1cc(C(=O)N(C)c2ccccc2F)c2cc(OC)c(OC)cc2c1=O	4	-1	0	-0.1	0.5	1	-6	100	4	-6
CCN(CC)CC1C(=O)N(c2ccc(OC)cc2)C1c1ccccc1 (stereo unspecified)	28	4	0	-0.1	-2.5	-1	1	100	6	4
CC(CNC(=O)c1ccc(Br)o1)NC(=O)c1ccc(Br)o1 (stereo unspecified)	1	0	-1	-0.2	-2.5	6	6	87	-4	5
Cc1ccc(C(=O)/C=C/c2cc(Br)cc(Br)c2O)o1	-4	0	4	0.1	-1.3	9	1	97	30*	12
CN(C)C(=O)c1cn(-c2ccccc2)nc1-c1cccc([N+](=O)[O-])c1	-5	12	-1	-0.3	0.2	-1	13	101	1	7
CN(C)C(=O)CSc1nnc(CCNC(=O)OC(C)(C)C)o1	-2	0	0	-0.1	-1.1	-2	2	96	2	-2
CN(C)CCCNc1nc(N)c([N+](=O)[O-])c(NCCO)n1	-7	0	3	-0.1	0.5	-4	-4	95	0	3
O=C(NCc1ccccc1)c1cc[n+](CC(=O)c2cccs2)cc1	10	1	-2	0.0	-0.7	nt	-3	101	3	-12
CCOc1ccc(-c2c(=O)n(OCC)c3ccccc3[n+]2[O-])cc1	-5	10	1	-0.1	2.4	-4	-5	95	-14	-2
Cc1cccc(C)c1NC(=O)c1cccc2c1C(=O)N(C1CCCCC1)C2	0	13	-6	0.1	-2.3	-5	22	101	-1	1

Quoted at random: 2 records from the list
SMILES	Exocytosis inh	MC4R antagonist	Glyco luc inh	aDG glyco act	MC4R ag barr	TLR9-MyD88 block	Vif inh	ABCB6 inh MLPCN	ABHD5-PLIN5 inh	NOD2-RIPK2 inh
O=C(OCC(=O)N(CCc1ccccc1)Cc1ccccc1)c1ccc(F)c(S(=O)(=O)N2CCOCC2)c1	-8	22	-4	0.3	1.0	2	0	91	0	7
CC(C)C(=O)Nc1nnc(S(=O)(=O)N2c3ccccc3CC2C)s1 (stereo unspecified)	-4	9	0	-0.1	0.4	-10	6	100	-5	-3

The listing picks up; the 3 compounds before the break are reprinted first.
SMILES	Exocytosis inh	MC4R antagonist	Glyco luc inh	aDG glyco act	MC4R ag barr	TLR9-MyD88 block	Vif inh	ABCB6 inh MLPCN	ABHD5-PLIN5 inh	NOD2-RIPK2 inh
O=C(NCc1ccccc1)c1cc[n+](CC(=O)c2cccs2)cc1	10	1	-2	0.0	-0.7	nt	-3	101	3	-12
CCOc1ccc(-c2c(=O)n(OCC)c3ccccc3[n+]2[O-])cc1	-5	10	1	-0.1	2.4	-4	-5	95	-14	-2
Cc1cccc(C)c1NC(=O)c1cccc2c1C(=O)N(C1CCCCC1)C2	0	13	-6	0.1	-2.3	-5	22	101	-1	1
C/C(=N\S(=O)(=O)c1ccc(C)cc1)NC(=S)Nc1ccc(C)cc1	4	9	1	-0.2	-4.2	-2	11	91	1	4
Cc1ccc(S(=O)(=O)NCc2ccccc2)cc1C(=O)NC(C)c1ccc(S(N)(=O)=O)cc1 (stereo unspecified)	2	-1	0	0.3	-2.3	-6	0	97	-3	-3
Cc1onc(-c2ccccc2)c1C(=O)OCC(=O)N(C)c1c(N)n(Cc2ccccc2)c(=O)[nH]c1=O	-3	1	2	-0.1	3.6	-2	8	96	-1	-4
COc1ccc(/C=N/Nc2nc(Nc3ccccc3)nc(N3CCCCC3)n2)c(OC)c1	5	-3	4	0.6	-2.0	-13	2	96	2	0
CC(C)Cn1cnc2c(N)nc3ccccc3c21	-1	-3	2	0.3	-0.6	9	-5	99	0	-2
COc1cccc(-n2c(=O)c3cc(OC)c(OC)cc3n(CC(=O)Nc3cc(C)[nH]n3)c2=O)c1	-6	-2	1	-0.1	0.3	2	-8	99	-6	-5

Profiles as entered above. Order of screens: Exocytosis inh	MC4R antagonist	Glyco luc inh	aDG glyco act	MC4R ag barr	TLR9-MyD88 block	Vif inh	ABCB6 inh MLPCN	ABHD5-PLIN5 inh	NOD2-RIPK2 inh
Cc1cccc(-c2nnc(NC(=O)c3cccs3)s2)c1 reads -2	3	2	0.1	1.4	4	4	98	-2	2
O=C(NCc1ccccc1)c1cc[n+](CC(=O)c2cccs2)cc1 reads 10	1	-2	0.0	-0.7	nt	-3	101	3	-12
O=C(OCC(=O)N(CCc1ccccc1)Cc1ccccc1)c1ccc(F)c(S(=O)(=O)N2CCOCC2)c1 reads -8	22	-4	0.3	1.0	2	0	91	0	7
